Assay outcomes: PubChem, The Scripps Research Institute Molecular Screening Center
UHRF1 MBD2 ctr: blocks human UHRF1 binding to methylated DNA; UHRF1 binding to methylated oligo, TR-FRET; inhibition, % at 4.4 µM; hit rate 0.75% among 370,000; AID 687016; in the data active = inhibition above about 21%;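 note: UHRF1 SRA domain binding a hemimethylated CpG hairpin DNA probe; 0% = median of test compound wells and 100% = reference inhibitor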
KLK7 zymogen act: activators of human kallikrein-7 zymogen. purified proKLK7, EDANS-DABCYL substrate fluorescence; 100% is mature enzyme control, 0% vehicle. activation, % at 7 µM. hit rate 0.9% among 370,000. P49862;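 active = activation above the mean of all tested compounds plus 3 SD, computed per campaign excluding outliers beyond control limits, cut at about 13% in these data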
Tn6 DDE FP: DD(E)-Tn6 binding inhibition, primary FP screen | P02675 | Fibrin DD(E) TRITC-Tn6 fluorescence polarization displacement | inhibition, % at 8.3 µM | hit rate 0.21% among 370,000 | AID 720509;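 active = inhibition above a per-campaign cutoff: mean of compounds within control limits plus 3 SD, cut at about 15% in these data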;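 note: 0% = median of all compound wells on the plate and 100% = blocking peptide control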
TCR CD3 inh: human TCR-CD3 binding inhibition; TAMRA-labeled TCR probe fluorescence, biochemical; inhibition, % at 9.4 µM; hit rate 0.37% among 360,000; AID 651800; in the data active = inhibition above about 19%;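 note: recombinant mutant TCR 2C K166C tagged with TAMRA read by polarization; 0% = receptor in buffer alone and 100% = receptor with positive control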
MBD2 DNA inh: MBD2-methylated oligo binding inhibition. TR-FRET, MBD2 binding to methylated oligonucleotide. Q9UBB5. inhibition, % at 4.4 µM. hit rate 0.31% among 370,000. AID 686964; in the data active = inhibition above about 13%
Target sequence (Q9UBB5 whole entry, looked up): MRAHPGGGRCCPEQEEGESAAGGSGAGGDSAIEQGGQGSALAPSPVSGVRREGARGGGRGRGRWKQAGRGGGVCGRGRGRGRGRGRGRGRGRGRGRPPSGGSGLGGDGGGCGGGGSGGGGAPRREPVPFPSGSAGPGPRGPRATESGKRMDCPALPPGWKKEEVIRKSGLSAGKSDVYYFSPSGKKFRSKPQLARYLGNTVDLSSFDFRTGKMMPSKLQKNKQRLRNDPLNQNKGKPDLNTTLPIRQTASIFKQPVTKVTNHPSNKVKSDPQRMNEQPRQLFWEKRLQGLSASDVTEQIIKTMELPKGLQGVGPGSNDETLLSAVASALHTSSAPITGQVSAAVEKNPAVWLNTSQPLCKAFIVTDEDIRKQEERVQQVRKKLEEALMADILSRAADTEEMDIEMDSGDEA
PRMT1 inh: inhibitors of human PRMT1. Q99873. recombinant PRMT1, activity-based probe fluorescence polarization. inhibition, % at 2.79 µM. hit rate 1.3% among 370,000. AID 652257;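 active = inhibition above about 21% made by adding two undisclosed values, limit read from the data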
Target sequence (Q99873 whole entry, looked up): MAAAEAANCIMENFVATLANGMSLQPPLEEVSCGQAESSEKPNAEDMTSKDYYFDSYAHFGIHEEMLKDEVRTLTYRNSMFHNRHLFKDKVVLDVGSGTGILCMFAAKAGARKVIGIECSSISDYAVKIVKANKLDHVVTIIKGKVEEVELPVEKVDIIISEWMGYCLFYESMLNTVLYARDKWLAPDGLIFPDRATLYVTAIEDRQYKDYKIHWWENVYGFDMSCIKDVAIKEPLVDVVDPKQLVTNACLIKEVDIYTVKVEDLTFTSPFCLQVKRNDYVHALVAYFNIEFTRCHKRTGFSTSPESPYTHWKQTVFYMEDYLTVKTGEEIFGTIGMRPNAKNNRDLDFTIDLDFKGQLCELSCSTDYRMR
DDE Tn7 FP inh: DD(E)-Tn7 binding inhibition, primary FP screen | AID 720508 | P02675 | FP displacement of FITC-Tn7 peptide from fibrin DD(E); 0% = median of compound wells per plate | hit rate 0.13% among 370,000 | inhibition, % at 8.3 µM;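 active = inhibition above the mean of compounds falling within the control limits plus 3 SD of them, cut at about 14% in these data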;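 note: 0% = plate median of compound wells and 100% = 10 µM Aha-Tn7 peptide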
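system = human fibrin DD(E) protein | quantity = DD(E) 2 µM final | medium = Tris/NaCl/CaCl2 buffer, pH 7.8 | also added = labelled Tn7 tracer, 0.1 µM | compound dosing = single point at 8.3 µM | timing = compound with protein 10 min, then 3 h after probe, room temperature | signal = FP measurement | benchmarks = Aha-Tn7 high control | repeats = one replicate per compound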
TDP2 absorb: TDP2 (human) inhibition, absorbance primary screen; recombinant TDP2, T5PNP hydrolysis, p-nitrophenol absorbance 415 nm; inhibition, % at 12.8 µM; hit rate 0.34% among 370,000; AID 720702;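 active = inhibition above the mean of all tested compounds plus 3 SD, set per campaign, cut at about 25% in these data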;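 note: 0% = DMSO with enzyme and 100% = buffer with substrate but no TDP2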
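Read-out basis: percent inhibition. System: recombinant human TDP2. Buffer or medium: Mg2+-containing Tris-HCl buffer, pH 7.5. Repeats: single replicate. Timing: reaction 2 h, 37 °C. Benchmarks: high control without enzyme, low control DMSO plus TDP2. Probe or stimulus: 5 mM T5PNP. Doses: 12.8 µM only. Measured by: epi absorbance of p-nitrophenol freed from T5PNP by hydrolysis.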
SIAE inh: inhibitors of human sialic acid acetylesterase SIAE; inhibition, % at 9.66 µM; hit rate 0.69% among 370,000; SIAE FP-Rh probe binding, fluorescence polarization;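 active = inhibition above a cutoff: mean of compounds within the control limits plus 3 SD of those, cut at about 17% in these data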;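 note: 0% = plate median of compound wells and 100% = probe without SIAE protein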
LEDGF integ inh: blocks HIV-1 LEDGF/p75-dependent DNA integration; hit rate 0.64% among 370,000; AID 743269; TR-FRET IN-LEDGF/p75 DNA integration, Eu/Cy5; inhibition, % at 3.7 µM;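 active = inhibition above the screen-wide mean plus 3 SD, cut at about 13% in these data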;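 note: signal is the Cy5 over europium emission ratio at 671 and 618 nm; 0% = plate median of compound wells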
* marks the source's active call; other numbers are inactive results; x = no result given.

UHRF1 MBD2 ctr,KLK7 zymogen act,Tn6 DDE FP,TCR CD3 inh,MBD2 DNA inh,PRMT1 inh,DDE Tn7 FP inh,TDP2 absorb,SIAE inh,LEDGF integ inh,molecule
0,0.1,-5,6,-4,-8,5,3,8,5,OCCC1CN(Cc2cccn2-c2nccs2)CCN1CCc1ccccc1 (configuration not stated)
-1,-0.5,-1,6,0,-2,8,7,4,-4,O=C(Nc1ccncc1)c1cc2ccccc2cc1O
-2,0.0,11,5,4,-3,8,-4,-1,0,Cc1ccc(S(=O)(=O)N2CCCCC2)cc1NC(=O)c1ccc2c(=O)n3c(nc2c1)CCCCC3
2,0.3,1,-8,-6,1,6,-19,14,6,Cc1cc(C2N=C(N)Nc3nc4ccccc4n32)c(C)n1-c1ccccc1Cl (configuration not stated)
-1,-280,-5,-1,4,3,4,2,4,-1,COc1cc2c(-c3ccc4cc[nH]c4c3)c(-c3ccc(C#N)cc3)oc(=O)c2cc1OC
1,-0.2,6,-5,0,8,0,-5,0,-9,COc1ccc(C(=O)C2CCN(C(=S)Nc3ccc(F)cc3)CC2)cc1
2,-0.3,-3,-4,9,3,0,-3,-9,0,CC(C)c1ccc(NC(=O)COC(=O)/C=C/c2cccc(Br)c2)cc1
0,0.4,5,0,0,0,-3,-2,-8,8,Cc1nn(C)c(C)c1CN(Cc1nc(-c2ccc(F)cc2F)oc1C)C1CC1
1,-0.7,-4,-4,3,2,5,-12,-1,-7,COc1cc(NC(=S)NC(=O)c2cccs2)ccc1NC(=O)C(C)C
-1,-0.4,0,-5,5,-8,-1,0,2,3,O=C(CSc1nnc(-c2ccco2)o1)c1ccccc1Cl
4,-0.2,2,-7,-1,-1,-1,-7,-1,2,Cc1cc(C)c(C)c(S(=O)(=O)NCCCN2CCCC2=O)c1C
-5,0.0,6,-5,4,6,0,-10,10,4,COc1ccc(-n2c(C)cc(C(=O)COc3ccc(C)nc3[N+](=O)[O-])c2C)cc1
1,0.1,-13,-2,1,0,2,-6,-29,-8,Cc1cccc(N2CCN(C(=O)c3ccc(NS(=O)(=O)c4ccc5[nH]c(=O)[nH]c5c4)cc3)CC2)c1C
-2,0.0,-4,2,0,-2,5,7,2,2,Cc1ccc(S(=O)(=O)N2C/C=C\CN(S(=O)(=O)c3ccccc3Br)CC2)cc1
4,0.2,-3,1,3,0,-10,-8,1,1,CC(=O)N(C)c1ccc(NC(=O)Nc2ccc(C)cc2)cc1

Next section.
UHRF1 MBD2 ctr,KLK7 zymogen act,Tn6 DDE FP,TCR CD3 inh,MBD2 DNA inh,PRMT1 inh,DDE Tn7 FP inh,TDP2 absorb,SIAE inh,LEDGF integ inh,molecule
0,0.0,-5,9,-1,-2,-6,-15,-9,2,Cc1ccc(S(=O)(=O)N2CCC(C(=O)OCc3ccccc3)CC2)cc1C
1,0.2,-3,10,4,-4,-5,-18,-11,5,O=C(NCCc1csc(-c2cccnc2)n1)c1ccc(Cl)cc1
1,-0.4,-11,6,1,0,-5,1,-4,2,CCC(C)(C)N(C(=O)CCC(=O)Nc1cc(C)on1)C(C(=O)NC(C)(C)C)c1ccc(OC)cc1 (configuration not stated)
-2,-0.3,-1,-4,0,0,3,10,1,-7,Cc1[nH]c(=O)[nH]c(=O)c1NC(=O)c1ccc(OC(C)C)cc1
10,0.2,6,0,6,1,11,0,-1,2,Cc1ccc(CSCC(=O)Nc2ccc3c(c2)OCO3)cc1
2,-0.5,-4,1,2,-3,-2,-25,-9,6,CC(c1ccccc1)C1CC(=O)N(c2ccccc2)C1=O (configuration not stated)
-3,0.2,0,-1,4,-1,-2,-6,-2,2,Cc1ccc([N+](=O)[O-])cc1S(=O)(=O)N1CCN(C)CC1
-3,-0.3,3,11,-5,-2,1,-1,-4,-1,O=C(CN1CCN(c2ccccc2)CC1)Nc1c(C(=O)C2CC2)oc2ccccc12
-1,-0.2,-5,-11,2,4,-14,-6,6,1,CN(C)C(CNS(=O)(=O)c1ccc(F)cc1)c1cccnc1 (configuration not stated)
-1,-0.3,4,-6,0,2,-5,8,-4,0,Cc1cc(C)c(NC(=O)CN2CCN(C)CC2)c(C)c1
0,0.0,4,0,-1,0,-7,5,2,-4,CCOc1ccc(OCCC(=O)OCC(=O)N(CC)c2c(N)n(Cc3ccccc3)c(=O)[nH]c2=O)cc1
2,0.0,-2,3,1,-1,-3,-18,-2,3,COc1ccc(C(=O)OCC(=O)N2CC(=O)Nc3ccccc32)cc1Br
-3,0.0,2,x,-4,-1,-3,3,7,-1,C[C@H](O)[C@@H]1CN2CCc3ccc(N4CCOCC4)cc3[C@@H]2C[C@@H]1N(C)C(=O)c1cccc(Cl)c1
-3,-0.6,0,0,2,25*,0,-2,2,9,CSc1cc(-c2ccco2)oc1C(=O)c1ccco1
1,1.7,30*,11,-8,32*,3,0,12,4,O=C(O)c1cc(O)c2c(c1)C(=O)c1cccc(O)c1C2=O

Carrying on:
UHRF1 MBD2 ctr,KLK7 zymogen act,Tn6 DDE FP,TCR CD3 inh,MBD2 DNA inh,PRMT1 inh,DDE Tn7 FP inh,TDP2 absorb,SIAE inh,LEDGF integ inh,molecule
0,-0.9,1,-1,1,6,4,0,2,-2,COc1ccc(/C=N/Nc2ccccn2)cc1O
2,-0.4,-10,6,2,0,-3,-5,-1,2,O=C(NCCCNc1ccc(C(F)(F)F)cc1[N+](=O)[O-])c1ccc(F)cc1
0,0.1,1,1,7,-3,1,3,4,0,CC(C)Cn1c(N)c(C(=O)COC(=O)c2ccccc2Cl)c(=O)n(C)c1=O
-2,-0.1,8,8,-4,0,10,-4,12,-6,O=C(NC(=O)N1CCN(c2ccc([N+](=O)[O-])cn2)CC1)c1ccccc1F
0,0.1,1,2,-7,-4,5,-17,-5,4,O=C(Nc1csc(Cc2c(Cl)cccc2Cl)n1)NN1CCOCC1
-1,0.7,-4,8,-2,-5,-2,-19,4,3,Cc1ccc(CN2CCC(c3cc(-c4ccc(Cl)cc4)n[nH]3)CC2)cc1
-1,0.1,-2,-1,-3,-1,-3,2,6,4,COC(=O)C1=C(Cn2cnc3ccccc32)NC(=O)NC1c1cc(C)ccc1C (configuration not stated)
-1,0.3,-4,2,-1,-1,-9,-3,-11,5,COCc1cccc(-c2csc(C(C)(O)c3ccc(OC)cc3)n2)c1 (configuration not stated)
0,-1.2,-10,4,-4,2,-7,10,7,-1,S=C(NCc1ccccn1)Nc1ccc(Cl)cc1Cl
-3,0.4,-2,5,-3,-3,-8,6,5,4,CCCOC(=O)NC1C(NC(=O)OCCC)N(C)C(=O)N1C (configuration not stated)
3,0.3,0,-6,2,3,0,-6,0,2,COc1ccc(CCC(=O)NCc2cn3ccsc3n2)cc1
0,0.8,3,1,-4,-2,1,2,0,0,CCC(C)(C)NC(=O)CN(CC1CCCO1)C(=O)CCC(=O)Nc1nccs1 (configuration not stated)
3,0.3,-3,0,2,-4,-8,4,-4,1,CCN(C(=O)c1ccc(S(=O)(=O)N2CCOCC2)cc1)C1CCS(=O)(=O)C1 (configuration not stated)
1,-0.2,-4,-1,4,3,1,-6,-2,-3,CCN(CC)C(=O)C1=C(C)N(Cc2ccc(F)cc2)C(=O)C(CC(=O)NCCCCc2ccccc2)C1 (configuration not stated)
8,-1.0,4,4,3,1,-9,7,-6,5,COc1cc(-c2nnc(-c3cc(OC)c(OC)c(OC)c3)o2)cc(OC)c1OC

3 compounds out of the list above, arranged by their value in PRMT1 inh, lowest first.
UHRF1 MBD2 ctr,KLK7 zymogen act,Tn6 DDE FP,TCR CD3 inh,MBD2 DNA inh,PRMT1 inh,DDE Tn7 FP inh,TDP2 absorb,SIAE inh,LEDGF integ inh,molecule
0,0.8,3,1,-4,-2,1,2,0,0,CCC(C)(C)NC(=O)CN(CC1CCCO1)C(=O)CCC(=O)Nc1nccs1 (configuration not stated)
0,-1.2,-10,4,-4,2,-7,10,7,-1,S=C(NCc1ccccn1)Nc1ccc(Cl)cc1Cl
3,0.3,0,-6,2,3,0,-6,0,2,COc1ccc(CCC(=O)NCc2cn3ccsc3n2)cc1

The listing continues.
UHRF1 MBD2 ctr,KLK7 zymogen act,Tn6 DDE FP,TCR CD3 inh,MBD2 DNA inh,PRMT1 inh,DDE Tn7 FP inh,TDP2 absorb,SIAE inh,LEDGF integ inh,molecule
-3,-0.1,10,-4,-4,-3,2,5,-1,0,Cc1cc(NC(=O)c2ccc(C)c([N+](=O)[O-])c2)no1
2,2.6,1,-5,0,-2,0,-2,-1,4,CCN(C(=O)c1cnc(NC(C)C)cc1C(F)(F)F)c1ccc(Cl)cc1
6,-0.6,-1,-3,6,1,6,0,0,-5,COc1ccc(NC(=O)CCNC(=O)Cn2cnc3sc4c(c3c2=O)CCCC4)c(OC)c1
2,0.2,-1,0,-1,6,-1,-2,0,1,C=CCNC(=O)c1oc2ccc(S(=O)(=O)N(CC)CC)cc2c1C
-2,-0.6,-5,7,-5,-1,2,1,4,4,Cc1ccc(NC(=S)/C(C#N)=C2/Nc3ccccc3S2)cc1
-7,-0.9,-6,-3,-9,2,0,0,11,1,CCOc1ccc(C2C3=C(Nc4nc(N)[nH]c(=O)c42)c2ccccc2C3=O)cc1 (configuration not stated)
-1,-28,-1,2,0,0,-4,-1,-7,2,COc1ccc(-c2ccnc3nc(Sc4ncc(C(F)(F)F)cc4Cl)nn23)cc1
0,0.0,-3,3,-3,-2,10,-1,-3,2,Cc1ccsc1C(=O)NCCc1nnc2ccccn12
1,0.1,3,12,3,-3,-5,-12,-4,4,O=C(Nc1nccs1)c1cc2sccc2n1Cc1ccc(Cl)cc1
20,0.3,5,-9,9,1,2,-6,-4,-1,CCn1c(SCC(=O)Nc2c(C#N)cnn2-c2ccccc2)nnc1-c1cccs1
1,0.1,3,10,-1,0,-8,1,2,4,COc1ccc(-c2nnnn2CCc2ccccc2)cc1
7,0.5,4,4,4,-3,-1,3,16,1,O=C(CCn1nc(-c2ccc(Cl)cc2)ccc1=O)N1CCN(c2ccccc2)CC1
